# Anesthetic bind = binds horse apoferritin like a general anesthetic; P02791; apoferritin/1-aminoanthracene competitive binding, fluorescence; Potency, µM (doses to about 77.5 µM), inactives show at the highest dose activity change, negative = displacement, actives largely listed as inhibitors; hit rate 0.074% among 350,000; AID 485281; note: potency is the fitted concentration of half-maximal effect; % is set by controls: 0 for no effect and ±100 for the full control effect; nearly all actives have a fitted effect of over 20% in size
# Target sequence (P02791 2-175 limits assumed): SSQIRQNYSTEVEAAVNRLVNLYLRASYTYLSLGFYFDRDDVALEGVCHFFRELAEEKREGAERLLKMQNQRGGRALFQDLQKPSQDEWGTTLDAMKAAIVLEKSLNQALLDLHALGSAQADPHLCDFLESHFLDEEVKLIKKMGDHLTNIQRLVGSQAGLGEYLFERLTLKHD
#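 In PBS, apoferritin at 10 uM is loaded with 1-AMA from a 50% saturated solution. After 10 min of compound exposure at ambient temperature, reduced 535 nm fluorescence indicates probe displacement.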
# APE1 inh = blocks human APE1 abasic DNA cleavage; recombinant APE1, TAMRA/BHQ-2 abasic DNA cleavage fluorescence; Potency, µM (series often up to 65.8 µM), for the others: at the top dose activity change, negative = inhibition, hits mostly inhibitors; hit rate 0.35% among 350,000;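 note: potency is the fitted concentration of half-maximal effect; plate controls were vehicle for no effect and reference inhibitor for full effect; nearly all actives have a fitted effect of over 55% in size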
#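 Endonuclease cleavage of a quenched abasic-site DNA duplex (50 nM) by APE1 (0.75 nM) was tracked by TAMRA dequenching. Compounds were preincubated with enzyme 15 min at room temperature; data normalized to buffer-only and DMSO wells plus NSC13755 control.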
# Pol kappa inh = blocks human DNA polymerase kappa activity. purified Pol kappa, fluorescent DNA synthesis assay, 10 min. Potency, µM (series often up to 107 µM), without a hit: at the top dose activity, negative = inhibition, usual class: inhibitors. hit rate 0.53% among 400,000; note: potency is the fitted concentration of half-maximal effect; % is set by controls: 0 for no effect and ±100 for the full control effect
#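 Pol kappa 10 nM + cpd, 15 min RT; start w/ substrate 50 nM final; fluorescence kinetic read, 0 and 10 min. Neg ctrl: buffer, no enzyme.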
# BLM inh = blocks DNA unwinding by human BLM helicase; hit rate 0.2% among 350,000; recombinant BLM DNA unwinding, fluorescence dequenching; P54132; Potency, µM (top dose mostly 56.1 µM), for inactives: top-dose activity change, negative = inhibition, hits mostly inhibitors; AID 2528;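 note: potency is the fitted concentration of half-maximal effect; plate controls were vehicle for no effect and no enzyme for full effect; nearly all actives have a fitted effect of over 35% in size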
# Pol iota inh = inhibitors of human DNA polymerase iota; hit rate 1% among 390,000; Pol iota fluorescent replication assay, 10 min; Q9UNA4; Potency, µM (highest dose often 115 µM), inactives show at the top dose activity, negative = inhibition, most hits filed as inhibitors; note: potency is the fitted concentration of half-maximal effect
#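 Fluorescent replication assay read twice, at 0 min and 10 min after adding 50 nM (final) substrate. Enzyme (10 nM) and compounds were first incubated 15 min at room temperature; enzyme-free buffer wells were negative controls.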
# PGK inhibitor = inhibitors of T. brucei phosphoglycerate kinase; Potency, µM (doses to about 57.5 µM), without a hit: at the top dose activity change, negative = inhibition, hits mostly inhibitors; P07378; PGK/GAPDH coupled, Kinase-Glo luminescence, 60 min; hit rate 0.043% among 380,000; note: potency is the fitted concentration of half-maximal effect; % is set by controls: 0 for no effect and ±100 for the full control effect; nearly all actives have a fitted effect of over 60% in size
#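 Luminescent ATP detection (Kinase-Glo Plus) follows a 60-minute room-temperature incubation, with wells lacking PGK as controls. Buffer: 100 mM TEA (pH 7.6), 5 mM MgCl2, 0.01% Tween-20. Coupling enzyme GAPDH (100 nM final) supplies unstable 1,3-BPG in-well.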
# Pol eta inh = blocks human DNA polymerase eta activity. hit rate 1.2% among 390,000. recombinant Pol eta, fluorescent DNA replication assay. Q9Y253. Potency, µM (top dose mostly 114 µM), inactives show top-dose activity change, negative = inhibition, actives largely listed as inhibitors; note: potency is the fitted concentration of half-maximal effect; % is set by controls: 0 for no effect and ±100 for the full control effect
# Target sequence (Q9Y253 whole entry, looked up): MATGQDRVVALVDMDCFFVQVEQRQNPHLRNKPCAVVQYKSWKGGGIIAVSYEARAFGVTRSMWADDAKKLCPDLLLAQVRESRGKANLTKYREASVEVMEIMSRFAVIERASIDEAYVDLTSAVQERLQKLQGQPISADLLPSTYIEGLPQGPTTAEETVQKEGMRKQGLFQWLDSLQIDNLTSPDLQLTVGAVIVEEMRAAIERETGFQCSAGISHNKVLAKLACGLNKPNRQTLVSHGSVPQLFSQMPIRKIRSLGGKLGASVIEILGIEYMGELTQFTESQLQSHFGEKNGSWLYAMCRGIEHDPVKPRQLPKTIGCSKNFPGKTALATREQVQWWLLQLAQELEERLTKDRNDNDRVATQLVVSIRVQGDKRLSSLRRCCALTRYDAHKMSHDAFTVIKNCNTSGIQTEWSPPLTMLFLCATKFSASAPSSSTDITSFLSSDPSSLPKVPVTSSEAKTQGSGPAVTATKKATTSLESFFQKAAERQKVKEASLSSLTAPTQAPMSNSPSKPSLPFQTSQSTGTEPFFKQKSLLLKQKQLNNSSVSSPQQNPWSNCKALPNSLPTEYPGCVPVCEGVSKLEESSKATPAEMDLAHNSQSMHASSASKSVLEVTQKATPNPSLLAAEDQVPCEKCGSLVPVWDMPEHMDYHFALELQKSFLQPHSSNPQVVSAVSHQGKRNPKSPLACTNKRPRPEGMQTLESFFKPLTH
#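 Pol eta at 10 nM preincubated with compounds 15 min at room temperature; reaction started with fluorescent substrate (50 nM final) and read kinetically at 0 and 10 min.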
# Pol beta inh = DNA polymerase beta (human) inhibition; P06746; Pol beta primer extension/strand displacement, fluorescence kinetic; Potency, µM (doses to about 114 µM), inactives show top-dose activity change, negative = inhibition, actives largely listed as inhibitors; hit rate 1.3% among 340,000; AID 485314; note: potency is the fitted concentration of half-maximal effect; % is set by controls: 0 for no effect and ±100 for the full control effect
#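 Enzyme-only controls used 10 nM Pol beta; buffer lacking enzyme served as negative control. Compound preincubated 15 min, then 50 nM substrate added; 0 and 10 min reads at room temperature.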
# RXFP1 antag = blocks the human relaxin receptor RXFP1. AID 1259400. activity change, negative = inhibition, % at 57.5 µM. hit rate 0.59% among 350,000. HEK293-RXFP1, relaxin-stimulated cAMP HTRF, 30 min; active compounds read low;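 active = activity change of -60% or lower, but not beyond a set lower limit; inconclusive = change between -60% and -40%, or beyond the set limit; inactive = change above -40%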; note: % is set by controls: 0 for no effect and ±100 for the full control effect
# Starred values were filed as active, the others as inactive; i = inactive; u = inconclusive; x = not tested or not shown; & = joins results of further samples; [ ] = dose if it differs, or a comment. Unless noted, calls come from the whole dose curve; as a rule, active = well fitted curve in the direction sought with a large enough effect; inconclusive = small, poorly fitted or top-dose-only effect, or another doubt; inactive = no such curve, though single readings can be large; an effect the other way counts as inactive or inconclusive. This is a subset; the hit share may differ from the screen's.
# The line under a structure holds: Pol kappa inh | Anesthetic bind | Pol eta inh | PGK inhibitor | Pol iota inh | BLM inh | Pol beta inh | APE1 inh | RXFP1 antag
O=C(CCCc1cccs1)Nc1nc2c(s1)CCCC2
  -3% | u | -15% | -3% | -7% | -11% | -23% | 0% | 0
Cc1c(C(=O)N2CCC2)oc2ccc(Br)cc12
  -8% | x | -16% | i | 36%[activator] | x | x | 16% | -3
CC1CCCCC1NC(=O)C1CCCN1S(=O)(=O)c1cccc2nsnc12 (stereo not given)
  6% | -9% | -19% | -2% | 39%[activator] | -2% | 62% | -6% | x
Cn1c2ccccc2c(=O)c2ccc(C#CC3(O)CCCCC3)cc21
  -4% | 5% | -11% | -9% | -19% | -9% | 8% | -10% | x
O=C(O)C(Cc1ccc(O)cc1)N1C(=O)C2CCCCC2C1=O (stereo not given)
  10% | -6% | -9% | -6% | 13% | 8% | 6% | 10% | 2
COCCCNC(=O)c1ccc(-n2c(-c3ccccc3)cc3c2CCC(C)C3)cc1 (stereo not given)
  -4% | -2% | -21% | 5% | 5% | -6% | -7% | x | -15
Cc1cccc(NC(=O)c2cccc(N3C(=O)C4C5C=CC(C6CC56)C4C3=O)c2)c1 (stereo not given)
  -9% | -21% | -21% | -4% | 66%[activator] | -8% | 30% | 4% | -19
Cc1nc(SCC(=O)Nc2ccccc2C(F)(F)F)c(C#N)c(C)c1CC(=O)c1ccc(Br)cc1
  x | -5% | x | x | x | -5% | -1% | 1% | x
CC(C)(C)c1ccc(C(=O)N/N=C/c2cccc(Cl)c2)cc1
  -8% | -7% | -12% | 4% | 16% | -15% | 4% | u | -3
N/C(=N\c1nc2ccccc2o1)NC(=O)c1ccc(F)cc1
  -17% | -13% | 4% | -4% | 10% | -1% | 2% | -3% | 3
O=C(c1c(F)c(F)c(F)c(F)c1F)N1CCN(Cc2ccc3c(c2)OCO3)CC1
  11% | x | -4% | i | -24% | x | x | x | 1
CCN(c1cccc(C)c1)S(=O)(=O)c1cc(CN2C(=O)c3cccnc3C2=O)ccc1OC
  -13% | u | 0% | 6% | 12% | 0% | 38% | -7% | 31
COC(=O)c1ccccc1NC(=O)CCCn1nc(C)c2c(C)n(-c3ccccc3)nc2c1=O
  -11%&5% | -1%&-11% | 4%&-12% | 5% | 14%&6% | -6%&1% | 7%&40% | -11% | -13&4
O=C(O)CCSc1nc2ccccc2n1Cc1ccccc1
  0% | 3% | 4% | -9% | 16% | 5% | 5% | -1% | -1
O=C1CC(c2ccc(F)cc2)c2c(c3ccccc3[nH]c2=O)O1 (stereo not given)
  -20% | -11% | -8% | 2% | 3% | -2% | 12% | x | x
COc1ccc(N2CCN(Cc3nc4scc(-c5cccs5)c4c(=O)[nH]3)CC2)cc1
  0% | -11% | -21% | i | 57%[activator] | -3% | 3% | -2% | -9
O=C(O)C/C(=C\c1cccc(NC(=O)c2ccccc2Cl)c1)c1nc2ccccc2s1
  u | -7% | 50µM* | -6% | 50µM* | -24% | u | 0% | -11
Cc1ccccc1-c1nc(CS(=O)CC(=O)NC2CCCCC2)c(C)o1 (stereo not given)
  -12% | u | -3% | 6% | 0% | 3% | 2% | 2% | -1
CCCCC[C@H]1CN(C2CCCCC2)C(=O)[C@@H]1CC(=O)NCc1ccccc1
  7%&-4% | -22% | -24% | -1% | 21%&23% | -3% | 30% | -10% | x
NC(=O)c1cc(-c2ccccc2)nc(N2CCCCCC2)n1
  -8% | -14% | -25% | -4% | 11% | -3% | 18% | 15% | -29
O=S(=O)(c1ccc(C2CCCCC2)cc1)N1CCN(c2cc(Cl)ccc2Cl)CC1
  -12% | -4% | -16% | -4% | -5% | -2% | 1% | x | x
CCCc1sc(N)nc1-c1ccc(Cl)cc1
  -11% | 5% | -22% | -1% | 18% | -4% | 2%[57.1 µM] | -3% | -12
CCOC(=O)C1(C(F)(F)F)N=C(c2ccccc2F)OC(N(C)C)=N1 (stereo not given)
  -3% | -8% | -8% | -4% | 15% | -3% | 13% | -2% | 3
CCOc1ccc(NC(=O)N2CCN(S(C)(=O)=O)CC2)cc1
  -8% | -1% | -13% | -10% | u | 3% | -5% | 4% | -15
Cc1ccc(NS(=O)(=O)c2ccc3nc(-c4ccccc4)[nH]c3c2)cc1Cl
  -35% | -10% | -12% | 8% | u | -12% | 12% | x | x
Cc1ccc(-c2ccc(SCC(=O)NC3CCCCC3)nn2)cc1
  -14% | -13% | -5% | -2% | 3% | -3% | 7% | 19% | 2
COc1ccc(C2C(C(=O)Nc3ccccc3)=C(C)Nc3nc(CCCO)nn32)cc1 (stereo not given)
  -12% | -5% | -14% | -5% | 25% | 1% | 79% | -2% | 11
CCCNc1nc2c(c(=O)[nH]c(=O)n2C)n1CCOc1ccccc1
  7% | -2% | -16% | i | 7% | -2% | 29% | 4% | 3
CCCCCn1nc(C)c(/C=N\NC(=O)c2cc(C)oc2C)c1C
  3% | -19% | 0% | x | 4% | -7% | 3% | -3% | -16
C=CCN1[C@@H](Cc2ccccc2)COCCS1(=O)=O
  0%&-19% | x | -13% | i | -16%&23% | x | x | x | x

# Continued; it opens with the 2 that closed the last part.
# The line under a structure holds: Pol kappa inh | Anesthetic bind | Pol eta inh | PGK inhibitor | Pol iota inh | BLM inh | Pol beta inh | APE1 inh | RXFP1 antag
CCCCCn1nc(C)c(/C=N\NC(=O)c2cc(C)oc2C)c1C
  3% | -19% | 0% | x | 4% | -7% | 3% | -3% | -16
C=CCN1[C@@H](Cc2ccccc2)COCCS1(=O)=O
  0%&-19% | x | -13% | i | -16%&23% | x | x | x | x
Fc1cccc(Cl)c1CNC(c1ccccc1)c1ccccc1
  -12% | 1% | -11% | -7% | -7% | -7% | 7% | u | 0
CN(C)c1ncnc2c1ncn2-c1ccccc1
  -4% | x | -11% | -16% | 0% | x | x | x | -9
C/C(=N\NC(=O)CSc1nc2ccccc2s1)c1ccco1
  -22% | u | -12% | -5% | 2% | -1% | -23% | -1% | 5
O=C(Nc1ccc(Oc2ccc(NC(=O)Nc3ccc([N+](=O)[O-])cc3)cc2)cc1)Nc1ccc([N+](=O)[O-])cc1
  0% | -7% | -22% | 12% | -16% | -6% | -13% | 3% | -17
CC(=O)N(c1nnc(-c2ccc(C)cc2)s1)C1CCCC1
  -2% | u | -10% | -1% | 22% | -3% | 27% | 16% | -4
COC(=O)C1=C(C)NC(=O)/C1=C\c1ccc2c(c1)OCO2
  2% | -24% | -6% | i | 6% | 1% | -15% | -6% | -8
CCOC(=O)c1c(O)cc(OC)cc1CCc1ccccc1
  4% | x | -22% | -2% | 26% | x | x | -2% | x
Cn1nccc1C(=O)N1CCCC(N2CCN(c3cccc(C(F)(F)F)c3)CC2)C1 (stereo not given)
  x | -15% | x | x | x | -2% | 19% | 8% | x
CCOc1ccc2[nH]c3nc(SCC(=O)NC4CCCC4)nnc3c2c1
  5% | 4% | -14% | -1% | 11% | -4% | 94% | 23%[12.4 µM] | -2
Cc1n[nH]c(C)c1N1C(=O)c2cccc3c(Br)ccc(c23)C1=O
  -4% | 4% | -6% | -4% | 5% | 4% | -2% | -1% | 1
COc1nccnc1NS(=O)(=O)c1ccc(NC(=S)NC(=O)c2cccc(F)c2)cc1
  0% | -2% | -7% | -2% | -2% | 5% | 3% | -9% | 2
CCn1c(=O)cc(SCC(=O)NCCC2=CCCCC2)c2ccccc21
  -21% | 9% | -2% | -3% | 6% | 8% | 2% | -1% | 1
COc1ccccc1N1CCN(C(=O)c2cccc(S(=O)(=O)NCc3cccnc3)c2)CC1
  5% | x | -22% | -7% | -1% | x | x | -8% | -14
COc1ccccc1/C=C/C(=O)OCC(=O)NC1CCCCCCC1
  -10% | x | -25% | -3% | 6% | x | x | 4% | -2
Cc1ccc(C)c(NC(=O)Cn2ncc3c([nH]c4ccccc43)c2=O)c1
  -13% | -2% | -9% | 2% | 12% | 1% | 6% | x | 5
CC(C)CC(=O)Nc1ccc([N+](=O)[O-])cc1Cl
  -21% | u | -1% | 5% | u | 2% | 34% | 18% | 6
COC(=O)c1ccc(COC(=O)c2ccc(-n3cnnn3)cc2)o1
  -19% | -13% | -12% | i | 2% | -2% | -25% | -3% | 9
O=C(CCNS(=O)(=O)c1cccc2nsnc12)N1CC(=O)N(CCc2ccccc2)C(=O)C1
  2% | -16% | 0% | i | 6% | -4% | 19% | u | -5
COc1cccc(-c2nnc(SCC(=O)OC(C)C)n2Cc2ccco2)c1
  -1% | -9% | -7% | -1% | 8% | -2% | 0% | 5% | 6
COc1ccccc1Oc1ccc(NC(=O)Cc2ccccc2)cc1
  -3% | x | -12% | i | 48%[activator] | x | x | x | -6
Cc1cc(F)ccc1NC1(c2ccccc2)C(=O)c2ccccc2C1=O
  -1% | -6% | -18% | -10% | 26% | -3% | 3% | x | x
CC(C)C(C(=O)NC1=NCCS1)c1ccc(Cl)cc1 (stereo not given)
  6% | -20% | -18% | -1% | 50%[activator] | -7% | -9% | -1% | -16
Cc1ccnc(NC(=O)COC(=O)c2ccc(F)cc2F)n1
  -44% | -3% | 45µM* | -5% | u | -9% | 1% | 0% | -13
COc1ccc(C(C(=O)NC2CCCCC2)N(C(=O)c2ccccn2)c2cccnc2)cc1 (stereo not given)
  -3% | -6% | -24% | 1% | 73%[activator] | -2% | -1% | 0% | -13
COc1ccc(C(c2nnnn2Cc2cccs2)N2CCN(c3ccccc3)CC2)cc1OC (stereo not given)
  -5% | -19% | -20% | 2% | 11% | -2% | -9% | -6% | 1
COc1cc(OC)cc(C(=O)OCC(=O)c2ccc(S(=O)(=O)N3CCCCC3)cc2)c1
  1% | x | -26% | -6% | 9% | x | x | 35% | -4
O=C(NCCN1C(=O)S/C(=C\c2ccc(Cl)c([N+](=O)[O-])c2)C1=O)C1=COCCO1
  5% | x | -19% | 0% | -14% | x | x | 1% | u
O=c1c2ccccc2nc2n1CCCN2
  -10% | 2% | -27% | -9% | 106%[activator] | -1% | u | 1% | -9
Nc1ccccc1Sc1cc(Cl)nnc1Cl
  2% | 18% | -21% | -7% | 21% | -4% | -15% | 1% | -4
CCN1CCN(C(=O)CN(c2ccc(C)cc2)S(C)(=O)=O)CC1
  -11% | -11% | 11% | -6% | 9% | -5% | 3% | 3% | 5

# Assay outcomes as filed in PubChem.
